Jurkat viability – reduces viability or proliferation of Jurkat cells | 56,000 tested, 1.2% active | inhibition, % at 4 µM | Jurkat E6.1 viability, ATP luminescence, 48 h;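 active = inhibition above the mean inhibition of all tested compounds plus 3 SD, cut at about 28% in these data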
S1P1 ag pot – activates or potentiates agonism at human S1P1 receptor. 56,000 tested, 0.57% active. P21453. AID 449. activation, % at 9.5 µM. S1P1 CRE-bla cells, forskolin, beta-lactamase FRET, potentiator mode; S1P1 agonist co-added at EC20, 2 nM; 100% = saturating reference agonist, 0% = basal;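 active = activation above a cutoff set at the mean activation of all tested compounds plus 3 SD, cut at about 54% in these data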;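 note: forskolin at 4 µM as EC80 and the EC20 agonist is SEW2871; 100% = SEW2871 at its EC100 plus forskolin at EC80; some compounds past the cut are filed as inactive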
Target sequence (P21453 whole entry, looked up): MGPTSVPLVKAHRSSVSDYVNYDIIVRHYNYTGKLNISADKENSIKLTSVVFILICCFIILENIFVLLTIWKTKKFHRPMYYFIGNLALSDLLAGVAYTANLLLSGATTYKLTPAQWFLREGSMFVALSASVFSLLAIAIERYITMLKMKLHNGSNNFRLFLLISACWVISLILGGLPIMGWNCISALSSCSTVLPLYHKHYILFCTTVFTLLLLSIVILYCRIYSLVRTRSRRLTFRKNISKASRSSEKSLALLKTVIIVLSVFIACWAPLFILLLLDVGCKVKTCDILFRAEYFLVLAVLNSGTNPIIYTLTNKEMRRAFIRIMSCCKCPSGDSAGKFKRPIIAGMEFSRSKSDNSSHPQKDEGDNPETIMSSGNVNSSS
S1P3 agonist – activates the human S1P3 receptor; S1P3 NFAT-BLA reporter cells, agonism, FRET ratio; relative to 1 µM S1P, basal subtracted; 60,000 tested, 0.1% active; AID 373; activation, % at 4.5 µM;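 active = activation above the screen-wide mean plus 3 SD, cut at about 4.5% in these data, passing the limit was not always enough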; note: some compounds called inactive have numbers as strong as hits
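Assay system: stable CHO line with human S1P3, Gα16, NFAT-BLA reporter; Detection: FRET β-lactamase substrate fluorescence, excitation 405 nm, 460/535 nm emission ratio, background-subtracted; Read-out: percent activation versus median 1 µM S1P response, basal-subtracted, per plate; Incubation: cells plated overnight, compound 4 h 37 °C, substrate 2 h RT.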
5HT1a ag – 5-HT1a (human) receptor agonism | P08908 | CHO 5-HT1a Ga15 NFAT-bla reporter, FRET ratio; 0% basal, 100% maximal reference agonist | activation, % at 10 µM | 65,000 tested, 0.56% active;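 active = activation above the screen-wide mean activation plus 3 SD, cut at about 19% in these data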;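 note: 0% = DMSO wells and 100% = 5-CT at EC100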
Target sequence (P08908 whole entry, looked up): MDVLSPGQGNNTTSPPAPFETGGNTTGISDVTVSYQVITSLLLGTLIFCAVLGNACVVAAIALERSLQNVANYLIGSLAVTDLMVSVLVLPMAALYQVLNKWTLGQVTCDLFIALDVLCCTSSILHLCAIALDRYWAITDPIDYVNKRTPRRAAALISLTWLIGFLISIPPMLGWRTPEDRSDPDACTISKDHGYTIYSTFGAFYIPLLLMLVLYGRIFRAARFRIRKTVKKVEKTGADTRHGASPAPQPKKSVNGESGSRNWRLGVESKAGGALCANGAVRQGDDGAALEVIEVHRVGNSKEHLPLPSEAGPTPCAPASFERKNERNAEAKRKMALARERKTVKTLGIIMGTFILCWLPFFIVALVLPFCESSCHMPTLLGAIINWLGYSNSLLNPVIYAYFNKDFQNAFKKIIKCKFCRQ
HTR1E agonist – activates the human 5-HT1E serotonin receptor. P28566. CHO 5-HT1E Ga15 NFAT-bla reporter, FRET; 0% DMSO wells, 100% control agonist wells. activation, % at 6 µM. 65,000 tested, 0.69% active. AID 574;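 active = activation above a set limit, the screen-wide mean activation plus 3 SD, cut at about 8.5% in these data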;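 note: 100% = positive control agonist at 1 µM giving full maximal response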
M1 ag – activates the M1 muscarinic receptor | CHO-M1 cells, Fluo-4 calcium fluorescence, agonist mode; hits give high values | B-score at 10 µM | 64,000 tested, 3% active;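 active = fluorescence rise, raw or as B-score row- and column-corrected plate score, outside the 99.7% band of its plate's samples, either direction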
HTR1E antagonist – blocks the human 5-HT1E serotonin receptor. CHO 5-HT1E Ga15 NFAT-bla reporter, FRET, antagonist. 65,000 tested, 0.99% active. P28566. inhibition, % at 6 µM;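 active = inhibition above a set limit, the mean inhibition across every tested compound plus 3 SD, cut at about 29% in these data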;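 note: signal is the 460 over 535 nm emission ratio of beta-lactamase substrate; 0% = agonist plus DMSO wells and 100% = wells without agonist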
M1 antagonist – M1 muscarinic receptor (rat) antagonism. B-score at 10 µM. CHO-M1 cells, Fluo-4 calcium, ACh EC80 antagonist mode; hits give low values. 64,000 tested, 3.4% active;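 active = calcium fluorescence response, raw or row-and-column corrected B-score, differing from the plate sample mean either way at a set confidence level, mostly lower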
5-HT1A blocker – blocks the human serotonin 5-HT1a receptor | inhibition, % at 10 µM | P08908 | CHO 5-HT1a Ga15 NFAT-bla reporter, antagonist mode | 62,000 tested, 0.68% active | AID 612;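 active = inhibition above the mean of all tested compounds plus 3 SD, cut at about 43% in these data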;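 note: receptor stimulated by 5-CT agonist at 100 nM near EC80; beta-lactamase reporter measured by ratiometric fluorescence of a cleavable substrate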
* = called active by the depositor; nt = no result given.

#	canonical_smiles	Jurkat viability	S1P1 ag pot	S1P3 agonist	5HT1a ag	HTR1E agonist
1	COc1ccc(N(CC(=O)NCC2CCCO2)S(=O)(=O)c2c(C)noc2C)cc1 (configuration not stated)	0	-16	-0.7	-2.2	0.1
2	N#Cc1nc(COc2ccccc2Cl)oc1N1CCCCCC1	7	28	-0.9	-2.2	-0.7
3	COc1ccc(S(=O)(=O)Cc2ccc(C(=O)NC(C)C)o2)cc1	4	10	-0.8	-5.7	-0.3
4	COc1ccc(CC(=O)NCc2ccccn2)cc1OC	-6	-12	1.6	-2.4	0.0
5	c1ccc(CCc2ccccc2-c2nc(-c3cccnc3)no2)cc1	-5	27	-1.0	-0.3	-1.1
6	CCOC(=O)c1c(N)n[nH]c1-c1ccc(OC)cc1	-6	0	-0.2	0.0	0.2
7	N#Cc1c(N)sc(=S)c2c1CCCCC2	nt	13	-3.2	-0.4	-0.6
8	Cc1ccc(CSc2nnc(-c3ccc(S(=O)(=O)N4CCCC4)cc3)o2)cc1	2	-3	-0.9	-2.3	-0.2
9	COc1ccccc1N(CN1C(=O)c2ccccc2C1=O)C(=O)c1cccnc1	nt	nt	nt	2.4	0.6
10	CCC(CC)C(=O)Nc1c2cnn(-c3ccccc3)c2nc(=O)n1-c1ccccc1	-4	-15	-0.2	-0.4	1.5

#	M1 ag	HTR1E antagonist	M1 antagonist	5-HT1A blocker
1	-0.49	7	0.29	2
2	0.2	20	1	21
3	0.79	-3	0.18	-7
4	0.78	-5	-0.006	-4
5	-0.087	1	0.39	15
6	-1.3	4	0.1	3
7	13*	2	-0.93	nt
8	-0.14	5	-0.68	5
9	-0.16	-2	-0.75	-8
10	-0.73	9	-0.2	2

Later entries
#	canonical_smiles	Jurkat viability	S1P1 ag pot	S1P3 agonist	5HT1a ag	HTR1E agonist
11	CCOC(=O)C1C(=O)Nc2nc3ccccc3n2C1C(C)C (configuration not stated)	-4	0	0.0	-1.4	0.3
12	O=C(O)C1CC(=O)N(c2ccc(Br)cc2)C1 (configuration not stated)	9	nt	-0.5	-2.2	0.5
13	CC1CC(=O)c2cnc(NCc3ccco3)nc2C1 (configuration not stated)	-8	-1	-0.2	-0.8	-1.1
14	O=C(COc1ccc(S(=O)(=O)N2CCCCC2)cc1)N1CCCCCC1	-1	-7	-0.9	1.5	-0.4
15	COc1ccccc1C(=O)NCCCn1cc(Br)c(C)n1	0	-21	-0.1	-2.9	-0.9
16	CC[C@@H](C)[C@H](NS(=O)(=O)c1ccc(C)cc1)C(=O)N1CCC(C(=O)NCC(=O)O)CC1	-12	-9	-0.9	-3.1	-0.7
17	COc1cc(/C=c2\sc3nc(-c4ccncc4)nn3c2=O)ccc1OC(C)=O	0	-1	0.0	-0.7	-0.8
18	CCOC(=O)/C=C(\C)Nc1cc(C)nn1-c1ccccc1	5	-15	-2.3	0.7	-0.6
19	c1ccc(COc2ccc(OCCOCCn3cncn3)cc2)cc1	5	nt	-0.8	-1.3	-0.2
20	CC(C)C(CC(=O)N1CCCCC1)C1CCOC(C)(C)C1 (configuration not stated)	nt	nt	nt	-0.1	1.0

#	M1 ag	HTR1E antagonist	M1 antagonist	5-HT1A blocker
11	-0.68	-10	-0.28	-13
12	-0.079	5	-0.4	-8
13	-0.64	3	-0.1	3
14	-1.3	18	0.95	8
15	-0.026	-12	-0.65	-3
16	-0.0019	-8	1.1	-2
17	-0.69	-5	0.88	12
18	nt	-9	nt	-16
19	-0.37	1	0.38	-1
20	-0.022	-8	-0.023	2

New compounds follow.
#	canonical_smiles	Jurkat viability	S1P1 ag pot	S1P3 agonist	5HT1a ag	HTR1E agonist
21	O=C(COC(=O)c1n[nH]c2ccccc12)Nc1ccc(S(=O)(=O)N2CCCC2)cc1	8	4	-1.0	-1.3	1.0
22	O=C(CSc1nnc(-c2ccccn2)n1-c1ccccc1)Nc1ccc2c(c1)OCO2	-4	nt	-0.3	-0.1	-0.2
23	COC(=O)C(CCSC)NC(=O)Cn1ncc2c(=O)oc3ccc(C)cc3c21 (configuration not stated)	-1	-6	-0.9	0.3	0.7
24	COc1ccc2nc(NC(=O)CCc3nc(-c4ccccc4F)no3)sc2c1	2	1	-0.4	-0.1	0.1
25	COCc1nnc(NC(=O)c2ccc(NC(=O)C(C)C)cc2)s1	-2	-4	-1.3	-3.1	-0.5
26	Cc1cc(C(=O)O)c(S(C)(=O)=O)s1	-10	-12	-0.1	-3.5	-1.4
27	Cc1ccc2cc(C(c3nnnn3C3CCCC3)N3CCN(c4ccc(F)cc4)CC3)c(=O)[nH]c2c1 (configuration not stated)	2	-7	-0.6	2.5	2.2
28	Cn1c(SCc2ccc(Br)cc2)nnc1-c1cccs1	-2	8	-1.2	-6.3	1.4
29	COc1ccc2[nH]c(=O)c(C(c3nnnn3C3CCCC3)N(C)C3CCCCC3)cc2c1 (configuration not stated)	2	20	-1.5	-3.4	0.8
30	CS(=O)(=O)N(CC(=O)N1CCC(C(N)=O)CC1)c1ccc(Oc2ccccc2)cc1	0	-24	-1.5	-1.0	-0.8

#	M1 ag	HTR1E antagonist	M1 antagonist	5-HT1A blocker
21	0.33	2	0.4	-4
22	0.028	8	-0.54	-12
23	0.014	4	-0.6	-6
24	0.042	4	-0.1	-2
25	0.2	0	0.87	10
26	-0.097	-5	0.14	2
27	-0.64	-9	-1.3	10
28	0.4	0	-4.4*	2
29	0.57	2	-0.028	8
30	0.18	0	-1.6*	-5

(listing goes on)
#	canonical_smiles	Jurkat viability	S1P1 ag pot	S1P3 agonist	5HT1a ag	HTR1E agonist
31	N#Cc1nc(-c2ccco2)oc1NCc1ccco1	-2	-14	-0.4	0.0	-0.4
32	Cc1nnc(SCc2nc3ccccc3[nH]2)s1	nt	9	-0.2	-2.8	0.5
33	O=C1NCC(O)=C1C=NCCCO	-3	-24	-0.5	-2.8	0.3
34	O=C(NCc1cccs1)C1CCN(S(=O)(=O)c2cccc3nsnc23)CC1	-2	-9	-0.1	1.2	-2.2
35	O=C(CSc1nc2ccccc2c(=O)[nH]1)Nc1ccc(S(=O)(=O)N2CCCC2)cc1	2	37	-1.3	1.2	-0.5
36	COc1ccccc1NC(=O)N1CCCC(C(=O)Nc2cccc(C)c2C)C1 (configuration not stated)	-7	12	-0.5	-0.5	-0.1
37	O=S(=O)(NCc1ccco1)c1cccc(S(=O)(=O)N2CCCCC2)c1	-5	13	-0.3	-1.6	-0.1
38	Cc1cc(-c2ccccc2)nn1-c1nc2c(c(=O)[nH]c(=O)n2C)n1C	-1	-28	-1.1	-0.5	1.2
39	O=C(NCCC1=CCCCC1)C1CCN(S(=O)(=O)c2cccc3cccnc23)CC1	1	6	-1.0	-4.1	0.5
40	COc1cc(-c2cc(C(=O)N3CCN(c4ccccn4)CC3)c3ccccc3n2)cc(OC)c1OC	11	-33	-1.3	2.2	0.8

#	M1 ag	HTR1E antagonist	M1 antagonist	5-HT1A blocker
31	0.031	-1	-0.39	2
32	-0.054	-10	-0.28	nt
33	-0.59	-7	-0.076	10
34	0.28	-7	0.87	6
35	0.36	-6	-0.44	18
36	0.3	-8	0.38	-1
37	-0.25	11	-0.098	14
38	0.066	3	-0.45	-18
39	2.6	-4	0.31	-2
40	4.5	24	-3.8*	-2

The results go on.
#	canonical_smiles	Jurkat viability	S1P1 ag pot	S1P3 agonist	5HT1a ag	HTR1E agonist
41	O=C(CCn1nnc2ccccc21)N1CCC(O)(c2cccc(F)c2)CC1	nt	nt	nt	-1.3	-1.1
42	CCN(CC)C(=O)c1ccc(COc2ccccc2Br)o1	8	4	0.2	-0.9	0.1
43	COc1ccc(N2CCN(C(=O)C34CCC(C)(C(=O)C3)C4(C)C)CC2)cc1 (configuration not stated)	1	-7	-2.1	2.3	0.0
44	O=S(=O)(NCCCO)c1ccc2c(c1)Cc1cc(S(=O)(=O)NCCCO)ccc1-2	-3	6	0.1	-6.4	0.4
45	C=CCn1c(O)c(C(CC)=NCc2cccnc2)c(=O)[nH]c1=O	-7	-1	0.1	0.4	-0.3
46	COCCn1c(SCC(=O)NCC2CCCO2)nc2c(c1=O)SC(C)C2 (configuration not stated)	2	-19	-1.5	0.8	0.7
47	Cc1nc(S(=O)(=O)c2ccc(Cl)cc2)c(NCc2ccccc2)o1	-2	nt	-1.1	1.0	0.2
48	Cc1occc1C(=O)Nc1ccc(S(=O)(=O)N2CCN(C)CC2)cc1	6	-5	-1.0	-1.4	-0.7
49	C=CCn1c2ccccc2c2nnc(SCC(=O)NC(C(=O)OC)C(C)C)nc21 (configuration not stated)	4	-56	0.3	2.0	-1.0
50	Cn1c(=O)c2c(nc(N3CCOCC3)n2CCCNC2=NCCC2)n(C)c1=O	1	-2	0.0	-1.9	0.5
51	c1ccc(-c2noc(CN3CCN(c4ccccc4)CC3)n2)cc1	0	-7	-1.1	-0.7	-0.4
52	COc1ccc(NC2=Nc3ccccc3CC2)cc1	8	11	-0.7	-1.3	-0.3
53	COc1ccc(-c2nsc3c(N4CCCC4)ncnc23)cc1	-2	-4	-1.2	-1.8	0.1

#	M1 ag	HTR1E antagonist	M1 antagonist	5-HT1A blocker
41	0.54	8	1.2	4
42	0.24	-3	-0.45	-4
43	-0.12	-5	0.73	-12
44	0.016	-2	-0.39	-6
45	-1.6	11	-0.93	4
46	0.03	-10	0.11	-2
47	-0.65	0	-0.88	-9
48	0.46	10	0.25	12
49	0.12	21	1.3	-6
50	-0.055	-4	0.39	2
51	-0.3	-5	-0.23	6
52	0.13	-6	-3.1	19
53	-0.18	1	-0.54	5

Three entries from above, reformatted.
42) CCN(CC)C(=O)c1ccc(COc2ccccc2Br)o1
49) C=CCn1c2ccccc2c2nnc(SCC(=O)NC(C(=O)OC)C(C)C)nc21 (configuration not stated)
43) COc1ccc(N2CCN(C(=O)C34CCC(C)(C(=O)C3)C4(C)C)CC2)cc1 (configuration not stated)

compound no.,42,49,43
Jurkat viability,8,4,1
S1P1 ag pot,4,-56,-7
S1P3 agonist,0.2,0.3,-2.1
5HT1a ag,-0.9,2.0,2.3
HTR1E agonist,0.1,-1.0,0.0
M1 ag,0.24,0.12,-0.12
HTR1E antagonist,-3,21,-5
M1 antagonist,-0.45,1.3,0.73
5-HT1A blocker,-4,-6,-12
